Source: PubChem (several laboratories)
hERG rescue: compounds protecting human hERG from proarrhythmic drug block; Q12809; CHO-hERG, FluxOR thallium flux, dofetilide IC70 present; activation (rescue from dofetilide block), less the hit threshold, % at 10 µM; actives 0.51% (n = 310,000); AID 1511;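 active = activation above the mean of controls blocked by dofetilide plus 5 SD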;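 also: thallium influx through hERG after potassium depolarization seen as dye fluorescence rise; in these data hits start at about 4.7%; inactives centre near -7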
GSK3A inh: blocks human GSK-3 alpha kinase | AID 2650 | inhibition, % at 10 µM | actives 0.1% (n = 320,000) | P49840 | ADP-Glo luminescence, 60 min;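 in the data active = inhibition above about 50%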;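 also: GST-tagged GSK-3 alpha with peptide substrate and 25 µM ATP; 0% = DMSO neutral wells and 100% = GW8510 positive control wells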
RGS4 inh: inhibitors of human RGS4; HEK293 M3R/RGS4 inducible, Fluo-4 calcium flux; active compounds read high; triggered by carbachol at its EC20; B-score at 10 µM; actives 0.45% (n = 310,000);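 active = B-score, a plate-corrected calcium signal, over three deviations above library mean, with baseline fluorescence within five deviations of library mean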;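 also: RGS4 expression induced by doxycycline in cells with stable M3 receptor; B-score is computed from the integrated fluorescence ratio over baseline after carbachol; higher B-score means a larger calcium signal and so more RGS4 inhibition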
Target sequence (P49798 whole entry, looked up): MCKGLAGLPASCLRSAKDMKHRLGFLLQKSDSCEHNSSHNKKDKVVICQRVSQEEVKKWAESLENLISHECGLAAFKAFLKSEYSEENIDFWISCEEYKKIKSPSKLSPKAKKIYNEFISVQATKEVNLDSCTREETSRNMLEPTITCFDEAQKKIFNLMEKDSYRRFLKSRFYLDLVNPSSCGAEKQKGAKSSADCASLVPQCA
Dyrk1A ADPGlo: inhibitors of rat Dyrk1A kinase | Q63470 | AID 504441 | ADP-Glo luminescence, NFATc1 peptide | actives 0.43% (n = 310,000) | inhibition, % at 12.5 µM; in the data active = inhibition above about 50%;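 also: plate controls were vehicle with enzyme for no effect and no enzyme for full effect; many of its hits are not listed in these tables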
GSK3beta inhib: inhibitors of human GSK3beta kinase. GST-GSK3beta kinase, ADP-Glo luminescence, 60 min; active compounds read low. activity score (negative = inhibition), % at 10 µM. actives 0.038% (n = 300,000);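 active = more than half of replicate wells score below -50%, meaning over 50% inhibition versus plate controls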;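 also: 0% = median DMSO wells and -100% = median GW8510 positive control wells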
Target sequence (P49841 whole entry, looked up): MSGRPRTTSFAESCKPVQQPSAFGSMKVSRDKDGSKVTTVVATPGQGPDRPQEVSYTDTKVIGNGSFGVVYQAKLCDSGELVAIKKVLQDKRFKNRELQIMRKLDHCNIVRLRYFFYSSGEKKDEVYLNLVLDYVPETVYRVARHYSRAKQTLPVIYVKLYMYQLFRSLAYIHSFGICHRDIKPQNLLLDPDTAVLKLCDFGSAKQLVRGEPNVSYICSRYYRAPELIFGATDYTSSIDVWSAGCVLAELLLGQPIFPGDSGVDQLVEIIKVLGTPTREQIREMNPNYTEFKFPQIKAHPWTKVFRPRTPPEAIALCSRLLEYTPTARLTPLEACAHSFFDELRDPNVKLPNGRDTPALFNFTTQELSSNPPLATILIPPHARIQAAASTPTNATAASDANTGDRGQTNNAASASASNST
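Test system: GST-tagged human GSK3beta kinase, cell-free; evaluation: activity score scaled between in-plate DMSO and GW8510 controls; measured by: ADP-Glo luminescence; incubation: 60 min reaction, RT; benchmarks: DMSO and 20 µM GW8510; reagent: peptide substrate plus 25 µM ATP (final); medium: Tris/MgCl2 kinase buffer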
KCNK9 inh: inhibitors of human KCNK9 two-pore domain potassium channel. Q9NPC2. HEK293 KCNK9, FluxOR thallium flux fluorescence; active compounds read low. B-score at 10 µM. actives 1.2% (n = 310,000). AID 488922;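 active = ratio B-score over 3 SD below the library mean, with starting fluorescence within 5 SD of its mean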;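 also: negative B-score means less thallium flux so channel inhibition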
RGS4 pot: RGS4 potentiation or activation; HEK293 M3R/inducible RGS4, carbachol calcium flux Fluo4; active compounds read low; B-score at 10 µM; actives 0.92% (n = 310,000); AID 463111;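 active = B-score of the integrated calcium signal more than 4 SD below the library mean, with starting fluorescence not abnormally high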;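 also: negative B-score means reduced calcium response which marks RGS4 activation or potentiation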
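Assay system: Inducible-RGS4 HEK293 cells carrying M3 receptor | Schedule: Compound preincubation 20 min at room temperature before agonist | Signal: Kinetic calcium fluorescence imaging with Fluo4-AM dye, 2 µM | Read-out basis: B score from integrated fluorescence ratio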
KCNK3 block: human KCNK3 channel inhibition, primary screen. CHO-KCNK3 thallium flux, FluxOR fluorescence; active compounds read low. AID 602410. B-score at 10 µM. actives 0.84% (n = 340,000);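 active = B-score under library mean minus 4 SD, starting fluorescence ratio at most library mean plus 5 SD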;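 also: more negative B-score means stronger inhibition of thallium flux through KCNK3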
Target sequence (O14649 whole entry, looked up): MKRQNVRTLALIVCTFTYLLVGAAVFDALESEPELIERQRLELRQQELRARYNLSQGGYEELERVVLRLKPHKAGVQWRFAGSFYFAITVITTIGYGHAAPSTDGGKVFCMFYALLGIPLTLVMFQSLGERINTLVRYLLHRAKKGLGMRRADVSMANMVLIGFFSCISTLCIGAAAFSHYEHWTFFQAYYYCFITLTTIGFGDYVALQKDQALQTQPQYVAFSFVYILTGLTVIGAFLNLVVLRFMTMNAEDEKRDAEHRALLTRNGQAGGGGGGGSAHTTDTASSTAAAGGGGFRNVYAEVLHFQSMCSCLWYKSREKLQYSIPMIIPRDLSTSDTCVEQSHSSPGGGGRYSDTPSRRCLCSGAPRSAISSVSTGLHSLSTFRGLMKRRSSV
KCNQ1 pot: potentiates or activates the human KCNQ1 potassium channel; P51787; CHO-K1 KCNQ1, thallium flux FluxOR fluorescence; active compounds read high; B-score at 10 µM; actives 0.35% (n = 310,000);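 active = fluorescence ratio B-score, a plate-corrected score, at least three library SD, with initial intensity B-score within 5 SD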
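Test system: CHO-K1 cells stably expressing KCNQ1 / Medium: assay buffer / Also added: depolarizing K+/Tl+ stimulus, K2SO4 and Tl2SO4 each 12.5 mM in 5x stock / Incubation: 90 min dye loading and 20 min compound exposure, both at room temperature / Signal: thallium influx via FluxOR fluorescence, kinetic imaging / Evaluation: B score of baseline-normalized fluorescence ratio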
KCNQ1 block: human KCNQ1 channel inhibition; CHO-K1 KCNQ1, FluxOR thallium flux fluorescence; active compounds read high; B-score at 10 µM; actives 1.3% (n = 310,000);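 active = compounds whose thallium flux B-score, printed positive for inhibition, exceeds three library SD while starting fluorescence stays within three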;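 also: channel opened by potassium depolarization with thallium stimulus after 20 min compound exposure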
PolyA inh: yeast polyadenylation inhibition; AID 1875; calls only at 12 µM; actives 0.02% (n = 300,000); S. cerevisiae SKY197-pL101 polyadenylation reporter, beta-gal luminescence; efflux-impaired pdr1/pdr3 knockout yeast; score 100 = 6 SD above DMSO;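 active = lowest replicate activity score at least 50, where 100 means six control SD above control mean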;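 also: yeast exposed to compound for 9 h at 30 °C; higher score means more reporter readthrough which indicates perturbed polyadenylation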
An asterisk follows results filed as active; i = inactive; . = no result given. An excerpt. The share of hits here may be higher or lower than overall.

SMILES | hERG rescue | GSK3A inh | RGS4 inh | Dyrk1A ADPGlo | GSK3beta inhib | KCNK9 inh | RGS4 pot | KCNK3 block | KCNQ1 pot | KCNQ1 block | PolyA inh
COc1cc(CN2CCN(Cc3ccccc3C(F)(F)F)CC2)cc(OC)c1OC | -7 | 0 | i | -1 | -3 | i | i | i | i | i | i
O=C(NNC(=O)c1cccnc1)NC1CCCCC1 | -24 | 0 | i | 4 | 2 | i | i | i | i | i | i
CC(=O)C1=C(O)C(=O)N(CCCn2ccnc2)C1c1ccc(Br)cc1 (configuration not stated) | -7 | -2 | i | 2 | 1 | i | i | i | i | i | i
O=C(c1ccccc1)N(Nc1ccccc1)c1ccccc1 | -4 | 1 | i | -2 | 1 | i | i | i | i | i | i
CCOC(=O)CCn1c(=O)c2c(nc(Br)n2Cc2ccccc2)n(C)c1=O | -9 | -2 | i | 2 | 2 | i | i | i | i | i | i
COc1ccc2c(c1)c(=O)oc1cc3occ(C(C)(C)C)c3cc12 | -10 | 6 | i | 5 | -8 | i | i | i | i | i | i
CCn1c(Cc2cccn2C)nnc1SCC(=O)c1ccc(C)cc1 | -11 | -8 | i | 3 | -4 | i | i | i | i | i | i
Cn1c(NC(=O)c2ccc(Cl)cc2)c(-c2ccccn2)c(=O)c2ccccc21 | 0 | -1 | i | -6 | 2 | i | i | i | i | i | i
CCCCCCC(O)(c1ccccc1)C(CN1CCOCC1)c1ccccc1 (configuration not stated) | -2 | 1 | i | 4 | -1 | i | i | i | i | i | i
CCC[N+](CC#Cc1ccccc1)(CCC)CC(=O)OC | -4 | -1 | i | 5 | 2 | i | i | i | i | i | i
COc1ccccc1Nc1c([N+](=O)[O-])cc(C)cc1[N+](=O)[O-] | -5 | 0 | i | 1 | 0 | i | i | i | i | i | i
COCCn1c(=O)[nH]c(=O)c2cc(C(=O)c3cc(Cl)ccc3O)cnc21 | -11 | 1 | i | 1 | 2 | i | i | i | i | i | i
Cc1ccnc(NC(=O)c2ccc3c(c2)C(=O)N(CCC(C)C)C3=O)c1 | -8 | -1 | i | 1 | -2 | i | i | i | i | i | i
CCN1CC(CN(C)Cc2nc(-c3ccc(Cl)cc3)no2)CC1=O (configuration not stated) | -10 | -4 | i | 1 | 1 | i | i | i | i | i | i
O=C(Cn1c(COc2ccc(Cl)cc2)nc2ccccc21)NCC(F)(F)F | -4 | 1 | i | -7 | -1 | i | i | i | i | i | i
COc1cc(C)ccc1OCCCOc1cc(C)ccc1Cl | -7 | -4 | i | 5 | -1 | i | i | i | i | i | i
CC(=O)Nc1sc(C)c(C)c1C(=O)OCC(=O)Nc1cc(S(=O)(=O)N2CCCCC2)ccc1Cl | -4 | -1 | i | -7 | 1 | i | i | i | i | i | i
CCOC(=O)CC1C(=O)NCCN1Cc1cccc(C(F)(F)F)c1 (configuration not stated) | -12 | 0 | i | 5 | 6 | i | i | i | i | i | i
CCN(CC)C(=O)Cn1cc(S(=O)(=O)CC(=O)NCc2ccc(F)cc2)c2ccccc21 | -5 | -1 | i | -6 | -1 | i | i | i | i | i | i
COc1ccccc1NS(=O)(=O)c1cccc(NC(=O)c2[nH]c(C)c(C(C)=O)c2C)c1 | -18 | -3 | i | 12 | 1 | i | i | i | i | i | i
Nc1c(C(=O)NCc2ccc(Cl)cc2)sc2nc3c(c(C(F)(F)F)c12)CCC3 | -8 | 0 | i | 9 | 3 | i | i | i | i | i | i
Cc1c(CCC(=O)O)c(=O)oc2c(C)c(OCc3ccccc3Cl)ccc12 | -2 | -1 | i | -5 | 0 | i | i | i | i | i | i
O=C(Nc1cc([N+](=O)[O-])ccc1F)c1ccc2c(c1)OCCO2 | -9 | 3 | i | -1 | 1 | i | i | i | i | i | i
O=C(NCCCn1ccnc1)/C(=C\c1ccccc1Cl)NC(=O)c1ccccc1 | -7 | -1 | i | 6 | 4 | i | i | i | i | i | i
COCCCN(C)C1CCN(C(=O)Nc2ccc(F)cc2)CC1 | -5 | -4 | i | -4 | 0 | i | i | i | i | i | i
Continuation.
SMILES | hERG rescue | GSK3A inh | RGS4 inh | Dyrk1A ADPGlo | GSK3beta inhib | KCNK9 inh | RGS4 pot | KCNK3 block | KCNQ1 pot | KCNQ1 block | PolyA inh
COc1cccc(C(c2nnnn2Cc2ccco2)N2CCN(c3cccc(C)c3C)CC2)c1OC (configuration not stated) | -6 | -4 | i | -1 | 4 | -6.8* | i | i | i | 6* | i
Cc1cc(NC(=O)CCCn2nc([N+](=O)[O-])c(Br)c2C)no1 | -3 | -2 | i | 2 | 2 | i | i | i | i | i | .
Cc1ccc(C)c(NC(=O)CN(C)C(=O)c2cccc(-n3cccc3)c2)c1 | -12 | -2 | i | 12 | -1 | i | i | i | i | i | i
CC(NC(=O)c1ccnc(C(C)(C)C)c1)c1ccccc1 (configuration not stated) | -13 | 1 | i | 4 | -1 | i | i | i | i | i | .
Clc1ccc(CN2CCc3c([nH]c4ccccc34)C2)cc1Cl | -10 | -2 | i | -1 | -2 | i | i | i | i | i | i
CC(C)(C)NC(=O)NC(=O)COC(=O)Cc1c(Cl)cccc1Cl | -2 | -3 | i | . | -1 | i | i | i | i | i | i
COc1ccc(CC(=O)Nc2cccc(/C(C)=N/NC(=O)c3cccc([N+](=O)[O-])c3)c2)cc1 | -7 | -1 | i | 0 | 4 | i | i | i | i | i | i
Cc1ccc(CN(C)C(=O)COC(=O)CSc2ccc(C(N)=O)cc2[N+](=O)[O-])cc1 | -11 | -1 | i | . | . | i | i | i | i | i | i
CC(Oc1ccc(Br)cc1)C(=O)Nc1cc(Cl)ccc1N1CCN(C)CC1 (configuration not stated) | -15 | -2 | i | -4 | -3 | i | i | i | i | i | i
CNC(C)C#Cc1ccc2sc3cccc(OC)c3c(=O)c2c1 (configuration not stated) | -21 | 1 | i | 16 | -1 | i | i | i | i | i | i
Cc1ccc(N=CC2=C(O)CC(c3ccco3)CC2=O)cc1 (configuration not stated) | -6 | -1 | i | -5 | 4 | i | i | i | i | i | i
CCOC(=O)c1cnc(SCC#N)nc1N | -7 | 0 | i | -8 | -2 | i | i | i | i | i | i
O=C(CCNS(=O)(=O)c1ccc(Cl)cc1)N1CCC2(O)CCCCC2C1 (configuration not stated) | -3 | -3 | i | -8 | -1 | i | i | i | i | i | i
Cc1cccc(NC(=S)NC(=O)c2ccc(Br)o2)c1C | 46* | -1 | i | -2 | 3 | i | i | i | i | i | i
CC(=O)NC(=O)c1nnn(Cc2ccccc2)c1NC(C)=O | -5 | -1 | i | 1 | -6 | i | i | i | i | i | i
CCCCn1c(=O)c(CCC(=O)O)nc2ccccc21 | -8 | -2 | i | -3 | 0 | i | i | i | i | i | i
COc1ccc(/C=C2\SC(=S)N(CCC(=O)N(CCO)c3ccccc3)C2=O)cc1OC | -8 | -3 | i | 0 | -1 | i | i | i | i | i | i
CCCn1nc(C(=O)NNC(=O)CCOc2ccccc2OCC)c2ccccc2c1=O | -12 | -3 | i | 5 | 3 | i | i | i | i | i | i
CCOc1cc(CNc2ccc(O)cc2)cc(Br)c1OCc1ccccc1F | -10 | -1 | i | -4 | 1 | i | i | i | i | i | i
COc1ccc(CN(C(=O)c2ccc(-c3ccccc3)[nH]2)C(C(=O)NC(C)(C)C)c2ccncc2)cc1 (configuration not stated) | -3 | 0 | i | 1 | -3 | i | i | i | i | i | i
Cc1ccc(-c2cc(C(=O)N/N=C/C(Br)=C/c3ccccc3)n[nH]2)o1 | -12 | -2 | i | -3 | 1 | -7* | i | i | i | i | i
COC(=O)c1cccc(NC(=O)CSc2nncn2-c2ccccn2)c1 | -6 | 3 | i | -2 | 2 | i | i | i | i | i | i
CCOCCOC(=O)c1ccc(-n2cncn2)nc1 | 1 | -5 | i | 1 | 9 | i | i | i | i | i | i
C/C(=N\Nc1ccccn1)c1ccc(C(C)C)cc1 | -1 | -3 | i | -1 | 0 | i | i | i | i | i | i
O=C(CCCn1c(=S)[nH]c2ccccc2c1=O)NCc1ccco1 | -14 | -1 | i | 1 | -3 | i | i | i | i | i | i
CCCC(C)NC(=O)Cc1ccccc1[N+](=O)[O-] (configuration not stated) | -6 | 0 | i | 6 | -2 | i | i | i | i | i | i
N/C(=N\OC(=O)Cc1ccccc1)c1ccc(Br)cc1 | -1 | 6 | i | -5 | -4 | i | i | i | i | i | i
COc1ccc(OC)c(NC(=O)C2CCCN(S(=O)(=O)c3c(C)nn(C)c3C)C2)c1 (configuration not stated) | -12 | 1 | i | -4 | -5 | i | i | i | i | i | i
COc1ccc(NC2=NC(=S)N(c3cccc(C)c3)C23CCCCC3)cc1 | -13 | -3 | i | 0 | -2 | i | i | i | i | i | i
CC(C)C(=O)Nc1nnc(NC(=S)Nc2ccccc2)s1 | -9 | 1 | i | . | 0 | i | i | i | i | i | i

Compounds above containing a tert-butyl group, in the order listed:
SMILES | hERG rescue | GSK3A inh | RGS4 inh | Dyrk1A ADPGlo | GSK3beta inhib | KCNK9 inh | RGS4 pot | KCNK3 block | KCNQ1 pot | KCNQ1 block | PolyA inh
COc1ccc2c(c1)c(=O)oc1cc3occ(C(C)(C)C)c3cc12 | -10 | 6 | i | 5 | -8 | i | i | i | i | i | i
CC(NC(=O)c1ccnc(C(C)(C)C)c1)c1ccccc1 (configuration not stated) | -13 | 1 | i | 4 | -1 | i | i | i | i | i | .
CC(C)(C)NC(=O)NC(=O)COC(=O)Cc1c(Cl)cccc1Cl | -2 | -3 | i | . | -1 | i | i | i | i | i | i
COc1ccc(CN(C(=O)c2ccc(-c3ccccc3)[nH]2)C(C(=O)NC(C)(C)C)c2ccncc2)cc1 (configuration not stated) | -3 | 0 | i | 1 | -3 | i | i | i | i | i | i
